Kir21 block = inhibitors of mouse Kir2.1 inward-rectifier potassium channel. P35561. HEK293-Kir2.1, FluxOR thallium flux fluorescence; stronger effect = lower value. B-score at 10 µM. 310,000 tested, 0.85% active;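 active = fluorescence ratio B-score at or below minus 3 SD of library scores, with starting-brightness B-score within 2 SD, cut at about -4.2 in these data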;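 also: channel flux triggered by added potassium and thallium sulfate stimulus; B-score of peak minus minimum fluorescence over baseline after thallium stimulus; more negative B-score means stronger Kir2.1 block with less thallium influx; some compounds called inactive have numbers as strong as hits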
Target sequence (P35561 whole entry, looked up): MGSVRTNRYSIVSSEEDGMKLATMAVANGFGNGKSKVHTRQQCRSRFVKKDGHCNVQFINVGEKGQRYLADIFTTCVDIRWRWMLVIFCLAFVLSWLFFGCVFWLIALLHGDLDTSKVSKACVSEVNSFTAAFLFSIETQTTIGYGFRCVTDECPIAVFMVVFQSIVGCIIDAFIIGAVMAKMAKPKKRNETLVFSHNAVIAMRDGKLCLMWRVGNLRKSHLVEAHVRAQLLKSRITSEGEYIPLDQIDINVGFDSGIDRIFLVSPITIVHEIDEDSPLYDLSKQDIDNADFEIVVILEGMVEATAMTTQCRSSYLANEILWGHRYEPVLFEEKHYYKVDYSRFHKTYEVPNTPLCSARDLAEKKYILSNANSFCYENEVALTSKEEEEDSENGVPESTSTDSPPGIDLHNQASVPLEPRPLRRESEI
CHT block = inhibits the human high affinity choline transporter | CHT-expressing cells, membrane potential dye, choline response; stronger effect = lower value | B-score at 10 µM | Q9GZV3 | 310,000 tested, 0.86% active;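 active = B-score over 3 SD under the library average, and starting fluorescence ratio not unusually high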;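 also: choline stimulus applied at its EC90 after an EC20 pre-addition; B-score computed on integrated fluorescence ratio after choline addition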
Target sequence (Q9GZV3 whole entry, looked up): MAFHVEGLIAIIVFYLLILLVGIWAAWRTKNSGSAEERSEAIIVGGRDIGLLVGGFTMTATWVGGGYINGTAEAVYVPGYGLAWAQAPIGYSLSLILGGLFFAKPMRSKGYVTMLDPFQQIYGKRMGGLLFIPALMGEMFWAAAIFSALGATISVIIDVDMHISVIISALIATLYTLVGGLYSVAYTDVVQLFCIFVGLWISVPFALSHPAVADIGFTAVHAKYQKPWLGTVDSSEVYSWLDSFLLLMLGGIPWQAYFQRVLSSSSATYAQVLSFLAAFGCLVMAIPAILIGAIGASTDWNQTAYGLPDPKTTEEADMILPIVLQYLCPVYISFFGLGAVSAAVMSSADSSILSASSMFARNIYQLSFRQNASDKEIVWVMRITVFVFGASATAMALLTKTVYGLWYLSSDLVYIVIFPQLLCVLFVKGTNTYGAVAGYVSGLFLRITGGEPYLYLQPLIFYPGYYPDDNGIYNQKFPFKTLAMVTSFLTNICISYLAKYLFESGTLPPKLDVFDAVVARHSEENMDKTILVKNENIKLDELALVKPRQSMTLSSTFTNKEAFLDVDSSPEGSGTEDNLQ
An asterisk follows results filed as active; i = inactive; . = no result given.

SMILES | Kir21 block | CHT block
Cc1ccc(NS(=O)(=O)c2cccc3cccnc23)c(Cl)c1 | -0.17 | i
CCOC(=O)C1=C(COC(=O)CNS(=O)(=O)c2ccc(C)cc2)NC(=O)NC1C (stereo not given) | 2.45 | i
O=C(CS)Nc1ccc2ccccc2c1 | -2.13 | i
Clc1ccccc1CSc1nnc(-c2cccnc2)n1Cc1ccco1 | -4.44* | i
O=C(CCNC(=O)c1ccc(Br)cc1)Nc1ccccc1N1CCOCC1 | -0.02 | i
CCN(CC)S(=O)(=O)c1cccc(-c2nnc(SCCOc3ccccc3C)o2)c1 | 0.69 | i
CCOC(=O)c1sc2nc(-c3ccco3)c3c(c2c1N)CC(C)(C)OC3 | 0.49 | i
Cc1ccc(OCc2ccc(C(=O)Nc3nc4ccccc4n3Cc3ccccc3)o2)c([N+](=O)[O-])c1 | 1.2 | i
COc1ccc(C(NCC(=O)NC(C)c2ccc(Cl)cc2)c2ccccc2)cc1 (stereo not given) | 0.01 | i
O=C(CCCc1ccccc1)Nc1ccc(Br)cc1F | 0.98 | i
CC(=O)C1=C(O)C(=O)N(CCN2CCOCC2)C1c1ccc(N(C)C)cc1 (stereo not given) | 1.3 | i
Cc1nn(Cc2ccc(C(=O)Nc3ccccc3C(F)(F)F)o2)c(C)c1Br | 0.81 | i
Cc1ccc2nc(C3CCCN(C(=S)Nc4ccccc4C)C3)[nH]c2c1 (stereo not given) | -0.41 | i
O=C(O)c1cc(-c2ccc(-c3c(-c4ccc5c(c4)OCO5)noc3-c3ccsc3)cc2)nc2ccccc12 | 1.71 | i
COc1ccccc1-c1c(C)oc2cc(OCC(=O)OCc3ccccc3)ccc2c1=O | 1.03 | i
O=c1c(C(c2c(O)nc3n(c2=O)CCS3)c2cccc3ccccc23)c(O)nc2n1CCS2 | -0.77 | i
Cc1ccc(N2C(=O)C3C4C=CC(C4)C3C2=O)cc1C (stereo not given) | 0.65 | i
CC1CCCCN1C(=O)c1cc(-c2ccc3c(c2)OCO3)on1 (stereo not given) | 1.71 | i
CC(C)NC(=O)CSCc1ccccc1Cl | -1.78 | i
O=C1Nc2ccccc2C(O)(C(=O)NCc2ccc3c(c2)OCO3)N1c1ccccc1 (stereo not given) | -1.11 | i
O=C(CSc1nc2ccccc2c(=O)n1-c1ccccc1)c1c[nH]c2ccccc12 | 1.08 | i
Cc1cc(C(=O)OCC(=O)Nc2ccccc2F)c(C)o1 | 0.46 | i
CCOc1cc(-c2nc(-c3ccc(C)nc3OCC)no2)cc(OCC)c1OCC | 1.39 | i
CCOC(=O)N1CCN(c2nnnn2-c2ccccc2)CC1 | 1.21 | i
O=C(CSc1nnc(Cc2ccccc2)n1-c1ccc(Cl)cc1)N1CCOCC1 | -0.28 | i

Carrying on:
SMILES | Kir21 block | CHT block
Cc1cc2nnc(SCC(=O)NCC3CCCO3)n2c2ccccc12 (stereo not given) | 2.06 | i
Cc1cc(NC(=O)Cc2cc(F)cc(F)c2)no1 | -0.2 | i
CCOC(=O)N1CCc2c(sc(NC(=O)C3COc4ccccc4O3)c2C(N)=O)C1 (stereo not given) | 0.03 | i
COc1ccc(C(C#N)Nc2ccccc2C)cc1 (stereo not given) | -0.78 | i
CCCC(=O)OCC(=O)Nc1ccc2[nH]c(=O)[nH]c2c1 | 0.18 | i
CCCCCCCNC(=O)CC(NS(=O)(=O)c1ccc(NC(C)=O)cc1)C(C)C (stereo not given) | 0.25 | i
S=C(NCc1ccc2c(c1)OCO2)Nc1ccc2nsnc2c1 | -0.84 | i
O=C(O)CC(C(=O)O)c1cn(Cc2ccccc2)c2ccccc12 (stereo not given) | -1.03 | i
Clc1cnc(Nc2cccnc2)c(Cl)c1 | -1.29 | i
O=C(O)C1CCCCC1C(=O)Nc1ccc(S(=O)(=O)N2CCCCCC2)cc1 (stereo not given) | 0.46 | i
Cc1cc[n+](-c2ccccc2)c2ccccc12 | -0.01 | i
CC(CCc1ccccc1)NC(=O)c1nnc(Cc2ccc(F)cc2)o1 (stereo not given) | -0.63 | i
CC(NC(=O)c1cccc(Br)c1)c1ccccc1 (stereo not given) | -0.05 | i
CCc1cc(=O)oc2cc(OCC(=O)N3CCCc4ccccc43)ccc12 | 2.13 | i
O=C(O)/C=C/C(=O)Nc1ccc(Cl)c(C(=O)O)c1 | -1.37 | i
O=C(Nc1ccccc1Cl)c1ccn[nH]1 | 0.1 | i
COc1ccc(CCN(C)c2ccc(C(N)=O)cc2[N+](=O)[O-])cc1OC | -0.85 | i
O=C(NCCC1=CCCCC1)C1CCN(S(=O)(=O)c2cccs2)CC1 | 0.91 | i
CC(=O)Nc1ccc(-c2nn[nH]n2)cc1Cl | -0.31 | i
CCOc1ccc(N2CC(C(=O)OC)CC2=O)cc1 (stereo not given) | -0.17 | i
CCn1c(CNc2ccc(C)cc2)nnc1SCC(=O)NCc1ccccc1 | -1.66 | i
COc1cccc(CN(C)CC(O)COc2cc(Cl)ccc2Cl)c1 (stereo not given) | -3.59 | i
Cc1nnc(NC(=O)c2nn(CC(C)C)c(=O)c3ccccc23)s1 | -2.11 | i
Cc1csc2c(N3CCN(C(=O)Nc4ccccc4)CC3)ncnc12 | 1.11 | i
CCC1(CC)NC(=O)N(CC(=O)OC(C)C(=O)Nc2ccc(NC(C)=O)cc2)C1=O (stereo not given) | -0.06 | i

(cont.)
SMILES | Kir21 block | CHT block
Cc1c(C(=O)NNC(=S)Nc2cccc(Cl)c2)nnn1-c1ccccc1 | 0.27 | i
COc1ccc(-c2cc(C(=O)OCC(=O)c3ccc(C)c([N+](=O)[O-])c3)c3ccccc3n2)cc1 | 0.49 | i
O=C(NCC1CCN(C(=O)c2cccc([N+](=O)[O-])c2)CC1)c1cccc([N+](=O)[O-])c1 | 2.35 | i
OC(COC1CCCCC1)CN1CCN(c2ccccc2)CC1 (stereo not given) | 0.11 | i
CCOC(=O)C1CCCN(S(=O)(=O)c2ccccc2)C1 (stereo not given) | -1.1 | i
CCOc1ccc(CN(CCO)CCO)cc1[N+](=O)[O-] | 1.64 | i
OC1CCN(c2ncnc3c2nnn3Cc2c(F)cccc2Cl)CC1 | -0.95 | i
CN(C)c1nnnn1-c1ccc(Cl)cc1Cl | 1.58 | i
CCn1cc(C(=O)O)c(=O)c2cc(F)c(N3CCN(S(=O)(=O)c4ccc5c(c4)OCCO5)CC3)cc21 | -0.53 | i
CCCC(=O)c1cc2cc(Cl)ccc2oc1=O | -1.07 | i
CCN(CC)c1cc(C)c2cc(NC(=O)c3cccs3)ccc2n1 | 0.51 | i
CCOC(=O)CC(=O)CSc1nc2c(C)c(C)ccc2cc1C | 0.5 | i
O=C(Nc1cccc(C(F)(F)F)c1)c1cccnc1N1CCCC1 | 0.83 | i
O=C1c2ccccc2C(Nc2ccc(S(=O)(=O)N3CCOCC3)cc2)N1c1ccccn1 (stereo not given) | 0.13 | i
Cc1ccc(-c2cc(C(=O)Nc3c(C)n(C)n(-c4ccccc4)c3=O)[nH]n2)c(O)c1C | -0.62 | i
O=C(N/N=C/c1cc([N+](=O)[O-])ccc1O)c1cccc(NC(=O)c2cccc(Cl)c2)c1 | 1.35 | i
COc1ccc(CCNC(=O)C2CCN(S(=O)(=O)c3cnc[nH]3)CC2)cc1OC | 0 | i
Cc1ccc(NS(=O)(=O)c2ccc(NC(=O)C(C)Sc3ccc(Cl)cc3)cc2)c(C)c1 (stereo not given) | 1.02 | i
COc1ccccc1CNC(=O)CC(C)c1ccccc1 (stereo not given) | -1.34 | i
CCCNC(=S)NC1CCCC1 | 0.54 | i
c1ccc(-c2cc3c(N4CCCCC4)ncnc3s2)cc1 | -0.33 | i
CCCCCCCC[n+]1cccc(C(=O)N(CC)CC)c1 | 0.08 | i
Cc1cc(C)cc(OCC(=O)N/N=C/c2ccccn2)c1 | -1.55 | i
C[C@H](NC(=O)c1nc[nH]c1C(=O)NCCCCCN)C(=O)OCc1ccccc1 | 0.04 | i
CCOc1cc(S(=O)(=O)NC2CC(C)(C)NC(C)(C)C2)ccc1Cl | 0.4 | i

Filtered by structure: the compounds so far with a thiophene ring, fused or not
SMILES | Kir21 block | CHT block
CCOC(=O)c1sc2nc(-c3ccco3)c3c(c2c1N)CC(C)(C)OC3 | 0.49 | i
O=C(O)c1cc(-c2ccc(-c3c(-c4ccc5c(c4)OCO5)noc3-c3ccsc3)cc2)nc2ccccc12 | 1.71 | i
CCOC(=O)N1CCc2c(sc(NC(=O)C3COc4ccccc4O3)c2C(N)=O)C1 (stereo not given) | 0.03 | i
O=C(NCCC1=CCCCC1)C1CCN(S(=O)(=O)c2cccs2)CC1 | 0.91 | i
Cc1csc2c(N3CCN(C(=O)Nc4ccccc4)CC3)ncnc12 | 1.11 | i
CCN(CC)c1cc(C)c2cc(NC(=O)c3cccs3)ccc2n1 | 0.51 | i
c1ccc(-c2cc3c(N4CCCCC4)ncnc3s2)cc1 | -0.33 | i

(more compounds)
SMILES | Kir21 block | CHT block
COc1ccc(OC)c(C(=O)N2CCC(CCC(=O)NC3CC3)CC2)c1 | -0.04 | i
Nc1nc2ccccc2[nH]1 | 0.12 | i
Cc1ccc(C(C)C)cc1NC(=O)Nc1ccc([N+](=O)[O-])cc1 | -0.02 | i
Cc1cc(C)cc(OCC(=O)N/N=C/c2ccc([N+](=O)[O-])o2)c1 | 0.04 | i
COc1ccc(-c2nnc(SCC(=O)NCC3CCCO3)o2)cc1 (stereo not given) | 0.77 | i
O=C(Nc1ncccc1O)c1ccc(OCC2CCCO2)cc1 (stereo not given) | -0.35 | i
CN(Cc1ccccc1)C(=O)[C@@H]1CCCN1S(=O)(=O)c1ccc(Cl)cc1 | -0.98 | i
CC1CCCC(n2c(=S)[nH]c3ccccc3c2=O)C1C (stereo not given) | 1.05 | i
NC(=O)c1ccccc1NC(=S)NC(=O)c1ccc(Br)o1 | -0.13 | i
O=C(c1ccc(S(=O)(=O)N2CCOCC2)cc1)N1CCN(c2ccccc2F)CC1 | -1.75 | i
Cc1ccc(N(C(=O)c2ccccn2)C2(C(=O)NC3CCCC3)CCCCC2)cc1 | -1.73 | i
O=C(NCc1ccccn1)C1COc2ccccc2O1 (stereo not given) | 1.96 | i
Cc1ccc(C2=Nc3ccccc3N=C(C(Cl)Cl)C2)cc1 | -1.76 | i
NC(=O)/C(=C/c1ccco1)NC(=O)c1ccc(Br)o1 | 0.06 | i
C#CCOCCOCCOCCNc1nc(N2CCN(C(=O)[C@H]([C@@H](C)CC)n3cc(CCCN=C(N)N)nn3)CC2)nc(N2CCN(C(=O)[C@H]([C@@H](C)CC)n3cc(CCCN=C(N)N)nn3)CC2)n1 | -0.22 | .
NC(N)=NCC(O)CN(c1ccccc1)c1ccccc1 (stereo not given) | -0.16 | i
Cc1ccc(C(c2nnnn2C2CCCCC2)N2CCc3ccccc32)cc1 (stereo not given) | 2.03 | i
CC(C)=Cc1c(O)nc2ccccn2c1=O | 1.33 | i
NC(=O)CNC(=O)[C@@H]1CC2(CC(c3ccccc3)=NO2)CN1C(=O)c1ccc(Br)cc1 (stereo not given in full) | 0.62 | i
CC(C)CN(C(=O)c1ccc2c(c1)OCO2)C1CCS(=O)(=O)C1 (stereo not given) | -2.25 | i
OC(CNCc1ccccn1)c1ccccc1 (stereo not given) | -1.35 | i
NC(=O)c1cc2ccccc2o/c1=N\NC(=O)c1ccc(F)cc1 | 0.1 | i
C=CCNS(=O)(=O)c1ccc(C(=O)OCc2cc(=O)oc3cc(OC)ccc23)cc1 | -0.15 | i
CCOC(=O)CNC(=O)c1ccccc1Br | 1.28 | i
CCCC(=O)NC(=S)Nc1cccc(-c2nc3ncccc3o2)c1 | -1.25 | i

Part of the list above, set out differently:
| smiles | Kir21 block | CHT block |
| --- | --- | --- |
| CC(NC(=O)c1cccc(Br)c1)c1ccccc1 (stereo not given) | -0.05 | i |
| CCOC(=O)CNC(=O)c1ccccc1Br | 1.28 | i |
| O=C(Nc1ccccc1Cl)c1ccn[nH]1 | 0.1 | i |

Additional records:
SMILES | Kir21 block | CHT block
CC(C)(C)C(=O)Nc1nc2c(c(=O)[nH]1)CCCC2 | -0.2 | i
O=C(NCCN1CCOCC1)c1ccc(NC(=O)C2COc3ccccc3O2)cc1 (stereo not given) | -2.45 | i
CC(Cc1cccs1)NC(=O)Nc1ccc(Cl)cc1 (stereo not given) | -0.1 | i
OC(COCc1cccs1)CN1CCN(c2ccccn2)CC1 (stereo not given) | -0.28 | i
CSc1ccccc1NC(=O)CN(C)S(=O)(=O)c1ccc(F)cc1 | 2.93 | i
O=C(NCc1ccc2c(c1)OCO2)C1CC(=O)N(C2CCCC2)C1 (stereo not given) | 0.96 | i
N#Cc1c(N2CCCCC2)nc(N)c2c(N)nc3c(c12)CC(CCl)O3 (stereo not given) | -0.24 | i
CSc1ccc(CN2CCN(C(=O)c3ccc([N+](=O)[O-])cc3)CC2)cc1 | -0.86 | i
COc1ccc(Sc2cnn(-c3ccccc3)c(=O)c2Cl)cc1 | 1.76 | i
Cn1c(SCCOc2ccc(Cl)cc2)nnc1-c1ccncc1 | -0.96 | i
CCn1cc(C(=O)N2CCc3ccccc32)c(=O)c2cc(S(=O)(=O)N(C)C3CCCCC3)ccc21 | 0.37 | i
CC(C)(C)C(=O)Nc1nnc(-c2ccccc2)c(-c2ccccc2)n1 | 0.37 | i
O=C1NC(=O)C(c2ccccc2[N+](=O)[O-])=C1Nc1ccc(O)c(Cl)c1 | -1.13 | i
CCn1c(=O)cc(NC2=NCC(C)CN2c2cccc(Cl)c2)n(C)c1=O (stereo not given) | 0.78 | i
O=C(O)/C=C/C(=O)N1CCN(c2cccc(Cl)c2)CC1 | 4.29 | i
COc1cccc(OC)c1C(=O)Nc1ccc2c(c1)N(S(=O)(=O)c1cccs1)CCC2 | -0.33 | i
Cc1nc(-c2cc(-c3nc(-c4ccc(C(F)(F)F)cc4)no3)no2)cs1 | -0.8 | i
O=C(NC1CCCCC1)C(c1ccccn1)N(C(=O)c1csnn1)c1ccccc1F (stereo not given) | 1.94 | i
COc1cc(NC(=O)CSc2nnc(-c3ccncc3)o2)cc(OC)c1OC | -1.85 | i

Compound activity as filed in PubChem BioAssay.
